Bioassay records as filed in PubChem.
NPC1 promoter act: activators of NPC1 promoter; Huh7 NPC1 promoter luciferase reporter, 24 h; Potency, µM (titrated, usually from 9.22 µM), for the others: top-dose activation, actives largely listed as activators; actives 2.4% (n = 320,000);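 further: potency means the concentration at half of the fitted maximal effect; % of control where 0% means no effect; nearly all actives have a fitted effect of over 60% in size; reporter is driven by a mutant NPC1 promoter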
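Stable NPC1-promoter luciferase Huh7 line; cpd (DMSO) 24 h, 37 °C, 5% CO2; Amplite luciferase reagent 10 min RT; luminescence readout. qHTS format.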
VP16 counter: inhibits Gal4-VP16 luciferase reporter, ROR gamma counter-screen | AID 2546 | Drosophila S2 Gal4-VP16 UAS-luciferase, luminescence, 20 h | Potency, µM (top dose mostly 53.6 µM), for inactives: at the highest dose activity, negative = inhibition, most hits filed as inhibitors | actives 3.5% (n = 310,000);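 further: Gal4-VP16 expression switched on by copper sulfate through the metallothionein promoter; potency means the concentration at half of the fitted maximal effect; on the % scale 0 is the no-effect control and ±100 the full control effect; nearly all actives have a fitted effect of over 50% in size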
Mito fusion act: blocks mitochondrial division or promotes mitochondrial fusion | Potency, µM (titrated, usually from 46.1 µM), for inactives: at the highest dose growth rescue (activation), hits mostly activators | S. cerevisiae fusion-defective mutant growth rescue, CellTiterGlo 48 h | actives 0.23% (n = 320,000);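 further: potency means the concentration at half of the fitted maximal effect; % of control where 0% means no effect; nearly all actives have a fitted effect of over 45% in size; temperature-sensitive fusion mutants such as fzo1-1 at 37 °C on non-fermentable ethanol glycerol medium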
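Luminescent cell viability in 1536-well qHTS format served as the measure of rescued growth in ts fusion-mutant S. cerevisiae cultured on non-fermentable YPEG for 48 hours at 37C.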
KCNH2 3.1 block: blocks the human KCNH2 3.1 channel isoform; U2OS KCNH2 3.1, thallium flux FluxOr; active compounds read low; activity change, % (tested at about 1.8 µM); actives 0.95% (n = 340,000); AID 720553;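 active means maximum activity change below -70%; inconclusive means maximum activity change from -70% to -50%; inactive means maximum activity change above -50%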;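 further: thallium influx rate constant from kinetic fluorescence after stimulation buffer; on the % scale 0 is the no-effect control and ±100 the full control effect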
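Virally transduced U2OS (3.1 isoform, 4 h infection in dark at RT) → overnight 37 C → FluxOr + Red40 in HBSS/HEPES, 45 min → stimulation buffer, 2 min kinetic read → rate constant vs DMSO controls.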
ELG1 repair inh: blocks ELG1-dependent DNA repair in HEK293T cells | HEK293T ELG1-luciferase reporter, luminescence, 16 h; DNA damage induced by 5-fluorouridine | Potency, µM (doses to about 46.1 µM), without a hit: at the highest dose activity change, negative = inhibition, hits mostly inhibitors | actives 2.3% (n = 330,000); further: potency means the concentration at half of the fitted maximal effect; on the % scale 0 is the no-effect control and ±100 the full control effect; nearly all actives have a fitted effect of over 55% in size
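Quantitative HTS, concentration-response format. 2,000 cells/well co-treated with 5-fluorouridine and compound, 16 hr in 5% CO2 at 37 °C; ONE-Glo luminescence read after 30 min.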
PKM2 act: activators of human pyruvate kinase M2; AID 1631; P14618; purified PKM2, Kinase-Glo ATP luminescence, activation; response scale: 0% is enzyme alone, no compound; Potency, µM (top dose mostly 57.5 µM), inactives show top-dose activation, most hits filed as activators; actives 0.34% (n = 260,000); further: potency means the concentration at half of the fitted maximal effect; on the % scale 0 is the no-effect control and ±100 the full control effect; nearly all actives have a fitted effect of over 55% in size
Target sequence (P14618 whole entry, looked up): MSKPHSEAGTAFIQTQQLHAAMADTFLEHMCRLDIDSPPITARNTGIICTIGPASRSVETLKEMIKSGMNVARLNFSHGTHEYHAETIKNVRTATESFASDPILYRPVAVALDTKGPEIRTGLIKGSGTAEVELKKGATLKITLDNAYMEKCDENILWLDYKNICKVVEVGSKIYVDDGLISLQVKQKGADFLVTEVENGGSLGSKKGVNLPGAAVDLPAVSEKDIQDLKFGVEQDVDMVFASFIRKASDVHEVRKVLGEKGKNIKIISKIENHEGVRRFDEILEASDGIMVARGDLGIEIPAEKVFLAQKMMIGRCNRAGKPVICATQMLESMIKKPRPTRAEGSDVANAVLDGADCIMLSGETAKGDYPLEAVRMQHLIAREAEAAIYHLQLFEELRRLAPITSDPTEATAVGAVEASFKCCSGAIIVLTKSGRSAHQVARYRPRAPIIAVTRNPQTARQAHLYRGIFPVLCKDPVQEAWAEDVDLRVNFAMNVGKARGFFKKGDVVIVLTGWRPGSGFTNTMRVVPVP
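Purified hPK-M2 (>95%) run at intermediate activity with 0.1 mM ADP and 0.5 mM PEP in 50 mM imidazole pH 7.2, KCl, MgCl2; 1 h room temperature. ATP formed read by Kinase-Glo luminescence; normalized to uninhibited and no-enzyme controls.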
MBNL1 CUG block: blocks human MBNL1 binding to CUG repeat RNA; TR-FRET MBNL1-His/biotin-(CUG)12 binding, 665/545 ratio; Potency, µM (series often up to 57.5 µM), inactives show top-dose activity change, negative = inhibition, usual class: inhibitors; actives 0.036% (n = 280,000); active means well fitted inhibition curve with a large enough effect in the signal ratio, with a control signal flat, not every such curve was filed as active; inconclusive means small, poorly fitted or top-dose-only effect, or effect the other way, or a change in a side signal; inactive means no such curve, though single readings can be large or run the other way; the % refers to the signal ratio; further: potency means the concentration at half of the fitted maximal effect; on the % scale 0 is the no-effect control and ±100 the full control effect
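Inhibition of protein-RNA binding appears as loss of TR-FRET between terbium anti-His antibody on MBNL1-His and streptavidin-XL665 on biotin-(CUG)12. Activity is normalized to buffer-only and uninhibited-complex controls.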
FLuc counter: counter-screen for miR-21 project: firefly luciferase inhibitors or activators | actives 6.9% (n = 360,000) | AID 588342 | purified FLuc, Km substrates, luminescence inhibition | Potency, µM (highest dose often 57.5 µM), for the others: at the top dose activity change, negative = inhibition, hits mostly inhibitors;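 further: potency means the concentration at half of the fitted maximal effect; plate controls were vehicle for no effect and reference inhibitor for full effect; nearly all actives have a fitted effect of over 55% in size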
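Biochemical qHTS of compounds, final roughly 60 µM downward over six points, against 10 nM purified firefly luciferase using Km concentrations of substrates (10 uM D-luciferin, 10 uM ATP) in Tris acetate pH 7.5 buffer; luminescence output.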
RORgamma inh: inhibitors of mouse ROR gamma transcriptional activity; P51450; actives 5.4% (n = 310,000); Drosophila S2 Gal4-RORgamma UAS-luciferase reporter, 20 h; Potency, µM (titrated, usually from 53.6 µM), for the others: top-dose activity change, negative = inhibition, usual class: inhibitors; AID 2551; further: potency means the concentration at half of the fitted maximal effect; on the % scale 0 is the no-effect control and ±100 the full control effect; nearly all actives have a fitted effect of over 60% in size
Target sequence (P51450 whole entry, looked up, the tested form may be a part): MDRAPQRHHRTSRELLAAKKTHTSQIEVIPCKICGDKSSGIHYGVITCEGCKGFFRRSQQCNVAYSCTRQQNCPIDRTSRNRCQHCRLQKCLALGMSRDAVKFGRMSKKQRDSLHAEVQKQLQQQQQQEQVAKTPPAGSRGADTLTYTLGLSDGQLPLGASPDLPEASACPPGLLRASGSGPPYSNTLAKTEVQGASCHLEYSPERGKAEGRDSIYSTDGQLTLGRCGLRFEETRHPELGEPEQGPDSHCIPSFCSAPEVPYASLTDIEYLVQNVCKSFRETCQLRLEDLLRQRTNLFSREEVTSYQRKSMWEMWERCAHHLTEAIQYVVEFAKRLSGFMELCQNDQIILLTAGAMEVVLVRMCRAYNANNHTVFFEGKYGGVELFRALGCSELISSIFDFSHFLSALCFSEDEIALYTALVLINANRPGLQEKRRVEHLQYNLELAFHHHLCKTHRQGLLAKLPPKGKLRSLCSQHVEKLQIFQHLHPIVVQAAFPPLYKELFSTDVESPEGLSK
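Schneider cells (Drosophila), stable Gal4 DBD–ROR gamma + UAS-luc; 1 hr cmpd preincubation; Cu2+ induction 700 uM final; 20 hr ambient; luminescence.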
Menin MLL FP TR: inhibitors of human menin-MLL interaction, mutant MLL peptide; O00255; Menin + Texas Red MLL mutant peptide, fluorescence polarization; Potency, µM (highest dose often 61.6 µM), without a hit: at the top dose FP activity change, negative = inhibition, hits mostly inhibitors; actives 0.23% (n = 270,000); active means well fitted inhibition curve with a large enough effect in the polarisation, with a control signal flat, not every such curve was filed as active; inconclusive means small, poorly fitted or top-dose-only effect, or effect the other way, or a change in a side signal; inactive means no such curve, though single readings can be large or run the other way; the % refers to the polarisation; further: potency means the concentration at half of the fitted maximal effect; % of control where 0% means no effect; many of its hits are not listed in these tables
Rab9 promoter act: Rab9 promoter activation. Huh7 Rab9 promoter-luciferase reporter, luminescence, 24 h. Potency, µM (series often up to 9.22 µM), without a hit: at the highest dose activation, negative = inhibition, hits mostly activators. actives 2.8% (n = 320,000); further: potency means the concentration at half of the fitted maximal effect; % of control where 0% means no effect; nearly all actives have a fitted effect of over 60% in size
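Quantitative HTS format; Huh7 Rab9-luciferase reporter cells (1500/well) receive compound 2 h post-plating, incubate 24 h at 37 °C, then get luciferase reagent for 10 min before luminescence reading.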
* marks the source's active call; other numbers are inactive results; ? = inconclusive; / = no result given; [ ] = dose if it differs, or a comment. Unless noted, the call rests on the fitted dose curve; in most records, active means well fitted curve in the direction sought with a large enough effect; inconclusive means small, poorly fitted or top-dose-only effect, or another doubt; inactive means no such curve, though single readings can be large; an effect the other way counts as inactive or inconclusive. A portion of the library; the hit share may differ from the screen's.

No.	mol	NPC1 promoter act	VP16 counter	Mito fusion act	KCNH2 3.1 block	ELG1 repair inh	PKM2 act	MBNL1 CUG block	FLuc counter	RORgamma inh	Menin MLL FP TR	Rab9 promoter act
1	CN(CC(=O)Nc1ccc(F)c(F)c1F)C(=O)C1CCCC1	1%	/	-1%	0	8%	/	/	-1%	/	/	1%
2	O=C(NCc1ccccc1Cl)c1ccc(S(=O)(=O)NCc2ccco2)cc1	-5%	/	2%	-12	-4%	/	/	0%	/	/	2%
3	Cn1c(=O)n(CCc2ccccc2)c(=O)c2c1nc1n2CCCN1CCc1ccccc1	-3%	-16%	?	?	23µM*	3%	-4%	2%	-2%	?	2%
4	Cc1cccc(CSc2ccc3nnc(-c4ccccn4)n3n2)c1	0%	13%	2%	3	2%	?	17%	-2%	?	-26%	-3%
5	O=C1OCc2ccc(NC(=O)C3CC3)cc21	-7%	4%	10%	20	13%	16%	1%	0%	34%	-1%	-3%
6	CN(C)NC(=S)Nc1cccc(Cl)c1	0%	7.1µM*	-12%	11	0%	-2%	/	-2%	2.2µM*	/	3%
7	Cc1cc(NCc2ccccc2)n2ncc(-c3ccccc3)c2n1	1.6µM*	-4%	17%	17	?	/	5%	2.4µM*	-27%	?	0.89µM*
8	O=C(c1ccccc1)c1ccc(O)cc1O	-1%	5%	-6%	-3	?	0%	1%	?	21%	9%	-6%
9	CN(C)S(=O)(=O)c1cc(NC(=O)COC(=O)/C=C/c2ccco2)ccc1Cl	-1%	5%	-5%	7	17%	8%	6%	?	13%	/	-2%
10	CC1CC(NC(=O)/C=C/C(=O)O)CC(C)(C)C1 (centres undefined)	0%	1%	-3%	7	14%	-7%	-13%	2%	-1%	/	-1%
11	Cc1cccc(C(=O)NNC2=C(C(=O)C(F)(F)F)CCC2)c1O	-3%	10µM*	1%	-33	21µM*	2%	-4%	?	6.3µM*	?	-8%
12	CCCCCC(=O)N/N=C/c1cccs1	7%	5%	-2%	3	17%	-9%	16%	-11%	14%	-15%	5%
13	O=C(O)c1ccc(N/C(=N\S(=O)(=O)c2ccc(Cl)cc2)c2ccccc2)cc1	-3%	-2%	-1%	6	?	4%	-8%	-18%	15%	/	-1%
14	CCOC(=O)c1ccc(CSc2nnc(-c3ccncc3)n2N)cc1	/	-10%	2%	7	/	7%	-15%	?	-1%	1%	/
15	O=C(CCCc1nc(-c2ccc(Cl)cc2)no1)NC1CCCCC1	-13%	?	1%	-10	?	0%	4%	0%	?	0%	-28%
16	COC(=O)c1ccc(/C=N/OCC(=O)NCCc2ccc(OC)c(OC)c2)cc1	-5%	1%	-12%	17	-18%	-4%	/	-2%	11%	-25%	-2%
17	CCSc1nnc(NC(=O)CSc2nncc(=O)n2N)s1	4%	-7%	-3%	2	17%	0%	2%	-11%	-10%	20%	13%
18	O=C(CN1CCN(C(=O)c2ccco2)CC1)Nc1ccc(Br)cc1	2%	-9%	-8%	-17	0%	/	-4%	0%	0%	-34%	-4%
19	O=C(NCCC(=O)N1CCCC1)c1ccccc1Cl	19%	30%	0%	-16	?	1%	-3%	-11%	9%	/	23%
20	COc1ccccc1Cc1nc(-c2ccc(C)cc2)no1	12%	5%	-8%	-25	?	-9%	-2%	?	?	5%	4%
21	Cc1ccc(C(=O)Cn2cnc3ccccc3c2=O)cc1	?	-10%	1%	0	?	-5%	-4%	21µM*	-13%	12%	2.5µM*
22	O=C(O)c1cccc(NC(=S)N/N=C/c2c[nH]c3ccccc23)c1	?	-20%	-3%	14	-7%	0%	10%	0.76µM*	?	?	3.5µM*
23	COc1ccc(Cl)cc1-c1nc(SCC(=O)NC2CCS(=O)(=O)C2)n[nH]1 (centres undefined)	6%	/	-2%	-1	2%	/	/	-3%	/	/	2%
24	CCNC(=O)Nc1cc(S(=O)(=O)Nc2ccc(OC)cc2)ccc1N1CCOCC1	-23%	/	-13%	8	15%	/	/	2%	/	/	-32%[inhibitor]
25	O=C(C#Cc1ccccc1)c1ccco1	-42%[inhibitor]	3.2µM*	-55%[inhibitor]	16	?	14%	?	15µM*	2.8µM*	10%	-45%[inhibitor]
26	CC(=O)C1CCN(Cc2ccccc2)CC1	-1%	-2%	0%	12	-1%	2%	-9%	-1%	3%	5%	3%
27	CC(C)C(OC(=O)c1cc2c(s1)CCCCC2)C(=O)NC(N)=O (centres undefined)	-2%	-1%	-2%	16	11%	6%	?	?	4%	?	14%
28	CCOC(=O)c1ccccc1NC(=O)COC(=O)C(CC(C)C)NC(N)=O (centres undefined)	0%	0%	-5%	-13	0%	/	-5%	-1%	16%	-11%	3%
29	COc1ccc(NC(=O)c2ccccc2NC(=O)CSc2ccc(C)cc2)cc1	20%	?	-2%	-1	15%	-4%	-15%	0%	?	-8%	?
30	CCOc1ccc(N(CC(=O)NC2CCCC2)C(=O)CCC(=O)Nc2nc(C)cs2)cc1	2%	-7%	10%	0	13%	0%	-3%	1%	5%	-17%	-2%
31	CCCCN(C(=O)c1ccc(N2CCCC2=O)cc1)c1c(N)n(CCC)c(=O)[nH]c1=O	-2%	/	-9%	1	7%	/	/	7%	/	/	-1%
32	COc1ccc(CNC(=O)C2CCN(S(=O)(=O)c3ccc(-c4nn[nH]n4)cc3)CC2)cc1	0%	4%	-2%	6	3%	-3%	-7%	1%[2.3 µM]	2%	-14%	-2%
33	Cc1ccc(S(=O)(=O)Nc2c(C)n(C)n(-c3ccccc3)c2=O)c(C)c1	0%	0%	1%	-8	10%	4%	-5%	-2%	-5%	-15%	1%
34	CCOC(=O)c1ccc(NC(=O)c2cc(C)nc3ccccc23)cc1	1%	0%	1%	7	10%	0%	0%	-2%	?	?	-3%
35	Cc1snc(SCC(=O)c2ccc(F)cc2)c1C#N	?	-6%	0%	-24	?	24%	7%	?	-5%	5%	2.8µM*
36	CC(=O)c1c(C)[nH]c(C(=O)CN2C(=O)NC(CCc3ccccc3)C2=O)c1C (centres undefined)	-6%	3%	2%	-9	-1%	0%	/	1%	9%	/	-6%
37	O=C(Nc1c(F)cccc1F)C1CCN(C(=O)c2cccs2)CC1	2%	20%	0%	15	-1%	/	0%	-2%	-4%	6%	-5%
38	Cn1cccc1/C=N/NC(=O)c1sc2cc(Cl)ccc2c1Cl	-2%	0.56µM*	-7%	/	16%	4%	-19%	0%	0.71µM*	-9%	1%
39	COc1ccc(NS(=O)(=O)c2ccc(SC)cc2)c(OC)c1	0%	5%	1%	-27	?	1%	3%	0%	34%	-5%	-3%
40	COc1cccc2[nH]c3c(N4CCc5ccccc5C4)ncnc3c12	4%	-1%	0%	-17	13µM*	-3%	-3%	-1%	16%	/	1%
41	COc1ccc(C(=O)NNC(=O)c2cc(C)[nH]n2)cc1	-1%	-22%	-2%	1	-3%	-9%	-2%	4%	28%	-6%	-1%
42	S=C(NCCc1ccccc1)Nc1ccc(Cl)cc1Cl	3%	16µM*	-12%	-2	21%	0%	6%	?	4µM*	?	-5%
43	OCCC1CN(Cc2cccn2-c2nccs2)CCN1Cc1ccccc1 (centres undefined)	0%	8%	4%	-41	-8%	-1%	-5%	1%	2%	/	1%
44	O=C(c1ccc(OC(F)(F)F)cc1)c1ncc[nH]1	?	18%	-11%	-11	?	/	3%	?	4%	17%	3.5µM*
45	O=C(NCc1ccccc1F)C1CCN(C(=O)NCc2ccccc2)CC1	9%	-6%	4%	-9	0%	-2%	-11%	4%	-31%[10 µM]	14%	4%
